Bioassay records as filed in PubChem BioAssay.
PvdQ acylase = P. aeruginosa PvdQ acylase inhibition. inhibition, % at 10 µM. purified PvdQ acylase, fluorescence plate reader. 0.063% of 340,000 active. AID 488965; in the data active = inhibition above about 30%, passing the limit was not always enough; inconclusive = no clear call, values can overlap the other calls;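 note: 0% = vehicle neutral wells and 100% = reference inhibitor wells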
Keap1 Nrf2 FP = disrupts human Keap1 binding to Nrf2 peptide; Keap1 Kelch-Nrf2 peptide fluorescence polarization, 1536-well; inhibition, % at 9.4 µM; 0.15% of 340,000 active; AID 504523; in the data active = inhibition above about 12%; inconclusive = no clear call, values can overlap the other calls; inactive = below about 7.3%;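 note: human Keap1 Kelch domain with fluorescein labeled Nrf2 9mer peptide probe; 0% = neutral control wells and 100% = peptide positive control; higher means more block of Keap1 binding to Nrf2 peptide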
C-LANA FP = inhibitors of KSHV LANA C-terminal domain DNA binding; MBP-C-LANA/FAM-LBS DNA binding, fluorescence polarization; inhibition, % at 9 µM; 0.078% of 340,000 active; AID 504423;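 active = highest replicate inhibition at or above 60% at 9 µM, even if other replicates fall short; inactive = all replicates below 60% inhibition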;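 note: 0% = neutral control wells and 100% = 4 µM acridine orange control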
NSD2 HMT inh = blocks human histone methyltransferase NSD2; O96028; NSD2 peptide methylation, AlphaScreen, 120 min; inhibition, % at 12.5 µM; 0.54% of 310,000 active; in the data active = inhibition above about 50%
Cardiac RTF inh = cardiac RTF calcium desensitization. P19429+P45379. IANBD-labeled cardiac RTF, Ca2+ fluorescence. inhibition, % at 7.15 µM. 0.12% of 340,000 active. AID 493244;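 active = inhibition above the mean inhibition of all tested compounds plus 3 SD, cut at about 17% in these data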;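 note: assay run at fixed EC70 calcium of 1.6 mM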
CDK5 p35 inh = CDK5/p35 (human) kinase inhibition. Q00535+Q15078. Recombinant CDK5/p35, ADP-Glo luminescence, 60 min. inhibition, % at 10 µM. 0.01% of 330,000 active. AID 488839;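 active = highest replicate inhibition of at least 50% and at least 75% of replicates reaching 50%; inconclusive = only one of the two criteria met; inactive = both criteria failed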;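 note: plate controls were DMSO neutral control for no effect and GW8510 at 10 µM for full effect; many of its hits are not listed in these tables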
cardiac RTF act = increases calcium sensitivity of human cardiac regulated thin filaments; P19429+P45379; IANBD-labeled TnC RTF fluorescence at EC20 calcium; 0% EC20 calcium, 100% full calcium; activation, % at 7.2 µM; 0.24% of 340,000 active;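 active = activation above the mean over all tested compounds plus 3 SD, cut at about 30% in these data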;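 note: rise in fluorescence read as greater calcium sensitivity of cardiac thin filaments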
Rtt109 Vps75 = C. albicans Rtt109 histone acetyltransferase inhibition | Q5AAJ8 | purified Rtt109/Vps75, ThioGlo CoA-SH fluorescence, 4 h | inhibition, % at 34.9 µM | 0.16% of 330,000 active | AID 540336;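 active = inhibition of at least 50% in every replicate; inconclusive = best replicate reaches 50% inhibition but some replicates fall short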
Target sequence (Q5AAJ8 whole entry, looked up): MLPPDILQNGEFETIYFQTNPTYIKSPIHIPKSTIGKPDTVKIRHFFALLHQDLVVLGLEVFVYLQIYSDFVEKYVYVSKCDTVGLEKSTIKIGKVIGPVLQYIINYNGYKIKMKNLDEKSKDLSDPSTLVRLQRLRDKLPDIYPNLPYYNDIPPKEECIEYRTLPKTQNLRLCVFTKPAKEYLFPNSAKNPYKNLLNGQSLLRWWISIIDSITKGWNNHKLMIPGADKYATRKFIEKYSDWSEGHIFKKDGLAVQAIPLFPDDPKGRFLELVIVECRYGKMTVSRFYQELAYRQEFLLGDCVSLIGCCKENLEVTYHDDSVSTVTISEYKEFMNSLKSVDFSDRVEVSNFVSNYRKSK
SUMO Mot1 rescue = inhibitors of SUMOylation pathway: yeast Mot1-301 growth rescue; AID 2716; S. cerevisiae Mot1-301 growth rescue, ATP luminescence, 38.5C; percent above DMSO median, 100 means doubled; 1% of 320,000 active; growth rescue, % at 18.8 µM;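 active = every valid replicate shows activation above 250% relative to neutral control wells; inactive = the rest, any valid replicate at or below 250%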;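 note: OY570 slx delta 5 strain wells were the positive control but not used for scaling; some compounds called inactive have numbers as strong as hits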
PfHsp90 set2 = growth inhibition of yeast expressing Plasmodium Hsp90 | S. cerevisiae expressing PfHsp90, BacTiter-Glo ATP, 48 h; yeast lacking PDR1 and PDR3 efflux regulators | inhibition, % at 9.4 µM | 0.32% of 310,000 active;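 active = every replicate shows inhibition above about 80%, whatever the replicate mean, limit read from the data; inconclusive = mean inhibition reaches the set limit but some replicate falls short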;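 note: 0% = DMSO neutral controls and 100% = 20 µM radicicol positive controls; yeast relying on Plasmodium falciparum Hsp90 in place of its own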
dFosB act = activators of mouse delta FosB homodimer. AID 493131. 0.99% of 340,000 active. purified delta FosB, TAMRA-CDK5 oligo fluorescence polarization; percent of positive-control signal above neutral wells. activation, % at 25 µM;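 active = mean activation above about 17%, with every replicate also reaching it, limit read from the data, passing the limit was not always enough; inconclusive = only one of the two conditions met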;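 note: fluorescence polarization rise as delta FosB binds a TAMRA Cdk5 AP-1 oligo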
Target sequence (P13346 whole entry, looked up): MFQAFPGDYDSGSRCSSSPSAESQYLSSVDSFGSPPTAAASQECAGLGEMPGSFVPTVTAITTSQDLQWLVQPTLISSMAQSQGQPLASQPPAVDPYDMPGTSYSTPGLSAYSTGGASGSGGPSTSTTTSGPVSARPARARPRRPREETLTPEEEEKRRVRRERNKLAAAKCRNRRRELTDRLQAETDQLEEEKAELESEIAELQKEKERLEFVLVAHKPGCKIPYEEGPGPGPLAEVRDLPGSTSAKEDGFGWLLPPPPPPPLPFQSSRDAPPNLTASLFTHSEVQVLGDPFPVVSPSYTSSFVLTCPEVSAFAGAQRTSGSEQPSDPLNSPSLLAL
* marks the source's active call; other numbers are inactive results; i = inactive; ? = inconclusive; nt = not tested or not shown.

no.	Molecule	SUMO Mot1 rescue	cardiac RTF act	C-LANA FP	Keap1 Nrf2 FP	dFosB act	PfHsp90 set2	NSD2 HMT inh	PvdQ acylase	Cardiac RTF inh	Rtt109 Vps75	CDK5 p35 inh
1	Cc1ccc(OCCN2CCN(C(=O)CCC(=O)Nc3nnc(CC(C)C)s3)CC2)cc1	-27	6	1.1	-1	-3	3	-1	16	-3	10	1.9
2	Cc1ccn2c(NC3CCCC3)c(-c3ccsc3)nc2c1	-5	-4	1.4	-4	-2	13	-2	-5	-9	0	0.4
3	CCCc1cc(Nc2ccccc2)n2ncnc2n1	5	-3	1.2	-3	-9	-12	1	-10	-19	10	3.0
4	O=C(NCc1ccco1)c1ccc2c(c1)N(Cc1ccccc1)C(=O)CS2=O (centres undefined)	10	1	-0.4	1	-11	-13	nt	-15	-4	7	1.0
5	CCOc1cccc(NC(=O)Cn2nc(-c3ccc4c(c3)OCCO4)ccc2=O)c1	-19	5	0.4	-4	3	3	-2	-3	11	-4	-1.6
6	ON(Cc1c(F)cccc1Cl)Cc1c(F)cccc1Cl	5	-2	-0.5	-3	0	-3	0	4	-2	4	0.3
7	CC(C)NC(=O)Cn1cc(C#N)c2cc(Br)ccc21	14	-7	-0.7	-1	3	nt	-1	4	0	6	-1.3
8	CCOC(=O)c1sc(NC(=O)CCC(=O)O)nc1C	-6	4	-0.3	1	6	21	-5	-2	-1	-9	0.5
9	O=c1ncn(-c2ccccc2F)c2ncccc12	-27	-2	-2.6	-1	6	-12	0	5	-2	-3	1.0
10	Cc1cc(NC(=O)CN2C(=O)c3ccccc3S2(=O)=O)no1	5	-7	-2.1	-3	0	1	nt	-8	-8	-10	-0.4
11	O=C(COC(=O)CN1C(=O)c2ccccc2C1=O)NC1CCCCC1	-9	-2	0.7	1	-7	25	1	-11	-4	-7	0.4
12	COc1ccc(C(=O)NCCS(=O)(=O)N2CCc3ccccc3C2)c(OC)c1	9	-6	-1.5	-2	-7	0	1	-15	2	1	-0.6
13	COCC(=O)N(Cc1ccccc1)c1ccccn1	-2	-7	0.2	-6	1	13	-1	-11	-13	-4	0.1
14	Cc1cnc(C(=O)OCC(=O)Nc2ccc(Oc3ccccc3)cc2)cn1	240	-5	2.6	1	8	-8	8	-9	1	-15	-1.2
15	O=C(NCCCN1CCOCC1)c1cc2c(s1)-c1ccccc1OC2	86	-7	0.4	-2	1	-14	-6	-2	1	i	-0.5
16	CN(C)S(=O)(=O)N1CCN(c2ccc(Cl)cc2)CC1	34	-2	0.1	2	3	2	1	1	-5	6	1.0
17	CN(C(=O)c1ccc(NC(=O)C2CCCN(C(=O)OC(C)(C)C)C2)cc1)C1CCC1 (centres undefined)	7	1	0.5	-1	-8	-2	nt	-1	-5	-5	-1.9
18	CC(C)Cn1c(=O)c2c(nc3n2CC(C)CN3Cc2ccccc2)n(C)c1=O (centres undefined)	14	-3	-0.8	-2	-11	-27	17	-7	-2	0	-2.6
19	CCCn1nc(C(=O)OCc2nc(N)nc(Nc3ccccc3C)n2)c2ccccc2c1=O	5	-2	-0.1	-3	-9	14	0	6	-8	19	0.3
20	CCn1c(COc2ccccc2OC)nnc1SCC#N	0	7	-2.1	0	1	-9	-2	-13	-2	2	-1.5

An excerpt from above in order of count of non-hydrogen atoms, lowest first:
no.	Molecule	SUMO Mot1 rescue	cardiac RTF act	C-LANA FP	Keap1 Nrf2 FP	dFosB act	PfHsp90 set2	NSD2 HMT inh	PvdQ acylase	Cardiac RTF inh	Rtt109 Vps75	CDK5 p35 inh
20	CCn1c(COc2ccccc2OC)nnc1SCC#N	0	7	-2.1	0	1	-9	-2	-13	-2	2	-1.5
10	Cc1cc(NC(=O)CN2C(=O)c3ccccc3S2(=O)=O)no1	5	-7	-2.1	-3	0	1	nt	-8	-8	-10	-0.4
15	O=C(NCCCN1CCOCC1)c1cc2c(s1)-c1ccccc1OC2	86	-7	0.4	-2	1	-14	-6	-2	1	i	-0.5
12	COc1ccc(C(=O)NCCS(=O)(=O)N2CCc3ccccc3C2)c(OC)c1	9	-6	-1.5	-2	-7	0	1	-15	2	1	-0.6

The results go on:
no.	Molecule	SUMO Mot1 rescue	cardiac RTF act	C-LANA FP	Keap1 Nrf2 FP	dFosB act	PfHsp90 set2	NSD2 HMT inh	PvdQ acylase	Cardiac RTF inh	Rtt109 Vps75	CDK5 p35 inh
21	O=C(CSc1nncc2ccccc12)Nc1ccc(C(=O)O)cc1	21	-1	-0.3	-9	-1	-6	-3	5	-2	?	-1.0
22	COc1cc(C(=O)OCC(=O)Nc2ccc3c(c2)OC(F)(F)O3)ccc1OCc1c(C)noc1C	-12	-4	-0.6	1	-5	-10	9	8	-6	6	0.8
23	C[C@]12C(=O)N(c3ccc(C(F)(F)F)cc3)C(=O)N1[C@@H]1c3ccccc3OC[C@@H]1[C@H]2c1ccccc1	74	-8	1.1	-2	0	-1	nt	7	1	-2	-1.3
24	COc1ccc(C(=O)NCCS(=O)(=O)NCC2CCCO2)cc1 (centres undefined)	3	-4	1.4	2	0	7	-3	3	-5	-2	-1.7
25	CC1C(=O)N2CCCc3cc(S(=O)(=O)Nc4ccccc4C(N)=O)cc1c32 (centres undefined)	-6	2	2.1	3	-1	nt	4	-10	-3	-2	1.2
26	COCCCn1c(-c2cccs2)nc2nc3ccccc3nc21	-3	4	-0.2	2	-18	-19	-7	-3	-12	-1	-1.7
27	COc1cccc(N2C(=O)N(c3ccccc3)C3CS(=O)(=O)CC32)c1 (centres undefined)	126	2	0.9	3	-2	-5	3	8	6	?	4.5
28	Cc1cccc(NC(=O)c2ccc(C3SCC(=O)N3CCc3ccccc3)cc2)c1 (centres undefined)	13	-4	0.6	-2	2	-8	-2	11	-2	7	-0.3
29	Cc1cc(COc2ccccc2OCCN2CCN(C)CC2)no1	-7	0	0.6	4	-2	0	-1	6	-3	1	-1.9
30	NS(=O)(=O)c1ccc(NC(=O)C2Cc3ccccc3CN2C(=O)c2ccco2)cc1 (centres undefined)	3	2	0.7	-11	-6	-6	7	-11	-4	0	0.5
31	COc1ccc(CNC(=O)C2Cc3ccccc3CN2C(=O)c2ccco2)cc1 (centres undefined)	-31	5	0.0	0	-8	27	1	-9	1	6	1.5
32	CCOc1ccc(/C=N/NC(=O)CC(=O)NCc2ccccc2)cc1	74	-6	1.2	-1	-1	11	-4	14	0	-5	-0.8
33	COC(=O)c1cc(OC)c(OC)cc1NC(=O)c1cc(-c2ccccc2)nc2ccccc12	-3	-2	0.4	3	2	nt	-1	-17	0	-10	-0.6
34	O=C(Nc1cccc(Cl)c1)Nc1ccc2nccnc2c1	-13	0	0.8	1	-19	7	1	-8	-8	4	0.1
35	CS(=O)(=O)N(CC(=O)NCCC1=CCCCC1)c1cccc([N+](=O)[O-])c1	nt	0	-0.7	3	-6	-15	-2	-4	-1	4	0.4
36	CC(C)(C)OC(=O)N1CCC(c2cc(=O)n3[nH]cc(C(=O)Nc4ccc(F)c(Cl)c4)c3n2)CC1	2	-5	12	0	-5	-25	0	0	8	0	0.3
37	Fc1ccccc1N1CCN(C(c2cccs2)c2nnnn2CCc2ccccc2)CC1 (centres undefined)	-2	5	0.4	-5	-7	7	nt	-13	-1	2	-1.4
38	O=C(CSc1nc2ccccc2[nH]1)N1CCN(c2ccc(F)cc2)CC1	6	4	0.6	-6	-9	-20	1	-16	-21	4	1.6
39	CCNC(=O)C(=O)NCC(c1ccc2c(c1)OCO2)N1CCOCC1 (centres undefined)	8	-6	1.0	-3	-3	-7	0	12	-6	7	0.5
40	COc1cc(/C=N/Nc2ccccn2)ccc1OCC(C)C	75	0	-0.3	-6	-4	2	0	-1	17	-4	1.0

The results go on:
no.	Molecule	SUMO Mot1 rescue	cardiac RTF act	C-LANA FP	Keap1 Nrf2 FP	dFosB act	PfHsp90 set2	NSD2 HMT inh	PvdQ acylase	Cardiac RTF inh	Rtt109 Vps75	CDK5 p35 inh
41	CC(C)CCC(C)NC(=O)c1ccc2nccnc2c1 (centres undefined)	-14	0	-1.0	0	-6	1	-1	-15	-7	-1	0.7
42	CCOC(=O)C1CCCN(C(=O)C2CCN(S(=O)(=O)c3ccc(Cl)c(C(F)(F)F)c3)CC2)C1 (centres undefined)	nt	0	0.1	2	-13	-17	15	-8	-7	11	-1.1
43	CCOCCCNC(=O)c1cc(=O)n(Cc2cccc(C)c2)c2ccccc12	0	-1	1.0	3	0	-56	nt	-8	-3	-3	-2.9
44	CNC(=S)N(CCc1c(C)[nH]c2ccc(OC)cc12)Cc1ccco1	0	8	2.0	-8	-11	29	1	-21	-1	9	-0.1
45	CCCCC(CC)CNS(=O)(=O)c1ccc2c(c1)CCN2C(=O)CCC(=O)O (centres undefined)	1	5	0.3	-5	-9	-38	35	-4	-5	2	-4.1
46	Cc1ccccc1CS(=O)(=O)c1nnc([C@H](Cc2ccccc2)NC(=O)OC(C)(C)C)o1	-29	-1	-0.5	-5	9	109*	15	-4	-2	5	-0.2
47	CCCCn1c(=O)c(-c2ccccc2)c(O)c2ccccc21	-3	-1	1.2	1	-7	-1	5	0	-2	-7	-0.7

2 entries drawn at random from the list so far, as already listed:
no.	Molecule	SUMO Mot1 rescue	cardiac RTF act	C-LANA FP	Keap1 Nrf2 FP	dFosB act	PfHsp90 set2	NSD2 HMT inh	PvdQ acylase	Cardiac RTF inh	Rtt109 Vps75	CDK5 p35 inh
42	CCOC(=O)C1CCCN(C(=O)C2CCN(S(=O)(=O)c3ccc(Cl)c(C(F)(F)F)c3)CC2)C1 (centres undefined)	nt	0	0.1	2	-13	-17	15	-8	-7	11	-1.1
44	CNC(=S)N(CCc1c(C)[nH]c2ccc(OC)cc12)Cc1ccco1	0	8	2.0	-8	-11	29	1	-21	-1	9	-0.1
